GDH-TPI inh: inhibits GDH-TPI coupling enzymes, artifact for Mtb FBA screen; GDH-TPI coupled enzyme counterscreen, NADH absorbance; inhibition, % at 4.8 µM; actives 1.2% (n = 360,000); AID 588335;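 further: 0% = DMSO wells and 100% = wells lacking the enzyme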
BoNT-A LC inh2: BoNT A light chain protease inhibition; multiplex microsphere protease substrate cleavage, flow cytometry; actives 0.17% (n = 360,000); inhibition, % at 10 µM; AID 588499; in the data active means inhibition above about 30%; inconclusive means no clear call, values can overlap the other calls; further: plate controls were buffer without enzyme for full effect and enzyme alone for no effect
CCHF vOTU inh: blocks the CCHF virus ovarian tumor domain protease; CCHFV vOTU protease, Pep-AMC fluorescence; inhibition, % at 11.5 µM; actives 0.55% (n = 370,000); further: 0% = vehicle wells with enzyme and 100% = no enzyme wells
FadD28 binding: inhibitors of Mycobacterium tuberculosis FadD28 bisubstrate binding; FadD28 bisubstrate probe binding, fluorescence polarization; inhibition, % at 12.5 µM; actives 0.22% (n = 360,000); in the data active means inhibition above about 8.5%, passing the limit was not always enough; inconclusive means no clear call, values can overlap the other calls
PrPC surface inh: inhibitors of human cell surface prion protein PrPC | actives 0.43% (n = 370,000) | P04156 | TR-FRET read-out | inhibition, % at 13.8 µM; in the data active means inhibition above about 24%; further: 0% = median of the test wells and 100% = reference compound wells
BioA inh: blocks M. tuberculosis BioA enzyme activity | purified M. tuberculosis BioA enzyme, plate reader | actives 0.096% (n = 360,000) | AID 602481 | inhibition, % at 9.99 µM; in the data active means inhibition above about 40%; inconclusive means no clear call, values can overlap the other calls
Mtb UGM inh: blocks M. tuberculosis UGM enzyme. P9WIQ1. purified UGM, fluorescence polarization probe displacement. inhibition, % at 10 µM. actives 0.06% (n = 320,000). AID 504406; in the data active means inhibition above about 10%, passing the limit was not always enough; inconclusive means no clear call, values can overlap the other calls
Target sequence (P9WIQ1 whole entry, looked up): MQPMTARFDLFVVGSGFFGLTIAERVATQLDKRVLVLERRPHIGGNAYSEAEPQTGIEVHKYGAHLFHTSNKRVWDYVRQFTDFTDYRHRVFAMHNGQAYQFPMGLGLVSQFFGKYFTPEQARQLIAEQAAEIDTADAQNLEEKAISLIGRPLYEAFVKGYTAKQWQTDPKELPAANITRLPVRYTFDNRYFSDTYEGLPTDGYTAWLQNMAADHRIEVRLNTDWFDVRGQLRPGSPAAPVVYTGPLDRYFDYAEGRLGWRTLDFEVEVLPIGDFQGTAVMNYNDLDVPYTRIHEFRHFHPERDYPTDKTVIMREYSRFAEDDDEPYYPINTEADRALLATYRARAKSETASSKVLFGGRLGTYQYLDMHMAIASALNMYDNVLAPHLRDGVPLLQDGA
FBA Mtb inh: inhibits M. tuberculosis FBA enzyme; purified M. tuberculosis FBA, fluorescence read-out; actives 2.3% (n = 360,000); inhibition, % at 1 µM; P9WQA3; in the data active means inhibition above about 27%;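 further: 0% = vehicle and 100% = reference inhibitor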
Target sequence (P9WQA3 whole entry, looked up): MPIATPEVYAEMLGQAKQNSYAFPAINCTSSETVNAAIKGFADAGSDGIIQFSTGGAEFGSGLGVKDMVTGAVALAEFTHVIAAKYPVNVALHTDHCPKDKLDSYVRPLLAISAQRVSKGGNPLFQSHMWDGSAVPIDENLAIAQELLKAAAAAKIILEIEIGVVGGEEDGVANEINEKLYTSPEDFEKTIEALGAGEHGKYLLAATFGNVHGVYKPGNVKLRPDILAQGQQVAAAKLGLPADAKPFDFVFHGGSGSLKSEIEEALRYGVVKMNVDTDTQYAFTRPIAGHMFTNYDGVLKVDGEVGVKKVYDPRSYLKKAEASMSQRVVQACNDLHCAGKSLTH
BoNT-F LC inh: BoNT F light chain protease inhibition. actives 0.22% (n = 360,000). Multiplex microsphere protease cleavage assay, flow cytometry. inhibition, % at 10 µM; in the data active means inhibition above about 35%, passing the limit was not always enough; inconclusive means no clear call, values can overlap the other calls; further: plate controls were buffer without enzyme for full effect and enzyme alone for no effect
* = called active by the depositor; ? = inconclusive; · = no result given; & = joins results of further samples. Unless noted, no stated cut-off is given here; in the data, active means inhibition above about 30%; inactive means the rest. An unsorted share of the library, and some 4.8% of all compounds hit somewhere here.

SMILES	GDH-TPI inh	BoNT-A LC inh2	CCHF vOTU inh	FadD28 binding	PrPC surface inh	BioA inh	Mtb UGM inh	FBA Mtb inh	BoNT-F LC inh
Cc1onc(-c2ccccc2Cl)c1C(=O)Nc1sc2c(c1C#N)CCC2	21	2.7	3	-0.9	5	-0.1	1.4	5	7
NNC(=O)c1sc(-c2ccc(Cl)cc2)cc1N	8	3.1	3	-0.2	-9	-1.8	-1.1	4	-18
COc1ccc(-n2c(COc3ccc(C)cc3)n[nH]c2=S)cc1	5	0.7	3	-2.3	6	0.1	0.3	1	5
Cc1cc(NCCCN2CCOCC2)n2nc(C)c(-c3ccccc3)c2n1	8	-0.4	5	-2.0	-1	1.5	-1.3	1	-14
O=C(O)CCc1ccc(-c2ccccc2)n1-c1ccc(C(=O)O)cc1	13	-2.6	·	·	·	0.7	-1.5	-1	-24
O=c1[nH]c(NNC(=S)NCc2ccccc2)nc2c1C1(CCCCC1)Cc1ccccc1-2	9	1.1	6	-1.4	0	·	0.5	6	-1
CCc1ccccc1NC(=O)CN(C)C(=O)CSc1nn(-c2ccccc2)c(=S)s1	5	-0.2	18	0.4	4	·	1.3	0	-3
CC1(C)Cc2cccc(OCC(=O)Nc3cccnc3Cl)c2O1	-3	0.0	3	-4.0	0	-1.0	0.9	1	-1
CC(=O)c1ccc(NC(=O)c2ccn(C(=O)OCC(C)C)n2)cc1	8	-1.8	2	-0.2	5	·	0.8	1	-11
C=CCn1c(SCc2nc3ccccc3c(=O)[nH]2)nc2scc(C3CC3)c2c1=O	13	0.3	17	-1.2	-8	·	-0.7	-1	-16
NS(=O)(=O)c1ccc(NC(=O)/C=C/c2ccccc2Cl)cc1	5	-0.4	-11	-5.4	-6	-1.0	1.3	0	-14
O=C(Nc1c(C(=O)N2CCOCC2)cnn1-c1ccccc1)c1ccco1	2	?	-11	-1.4	0	-0.4	-3.3	3	-2
NCCCNc1nc(N)c([N+](=O)[O-])c(NC2CCCCC2)n1	21	-6.5	2	-15	66*	0.1	4.5	-2	-37
COC(=O)C1CC2=C(CCCC2=O)NC1=O (configuration not stated)	-6	0.3	0	-3.5	-1	-0.2	·	0	8
CC(C)OC(=O)c1cc(=O)[nH]c2ccccc12	10	0.3	6	-0.2	1	-1.1	0.5	6	12
O=C(CSc1nnc(-c2ccc(C(F)(F)F)cn2)s1)c1ccccc1	-3	-10	-4	-0.7	5	0.7	4.2	0	?
Cc1cccc(NS(=O)(=O)c2ccc(NS(=O)(=O)c3cccs3)cc2)c1	0	-1.9	-12	-2.5	12	-0.1	2.7	3	-17
Cc1ccc(CSc2nnc(-c3ccncc3)o2)c(C)c1	-6	-0.3	17	-4.3	2	1.7	-1.1	1	0
O=C1NC(=S)SC1=Cc1ccc(N(CCCl)CCCl)cc1	16	-0.1	11	14*	-3	-17	·	-2	-3
Nc1nc(-c2ccccc2)nn1C(=O)c1ccco1	4	1.0	9	-2.5	-7	·	-1.8	2	-5
Cc1ccccc1C(C)NC(=O)COC(=O)Cn1cc(C(F)(F)F)ccc1=O (configuration not stated)	8	0.6	1	-2.2	0	-0.7	·	2	-6
Cc1nc(N)ncc1Sc1ccccc1	1	?	-8	-1.7	-3	·	-1.6	0	?
Cc1noc(C)c1-c1ccc(C(=O)NCc2cccs2)c2occc12	-14	0.5	2	-5.4	-1	4.4	·	-1	7
COc1ccc(-c2c[n+]3c(n2-c2ccc(C)cc2)CCCCC3)cc1	0	·	-13	-2.2	12	1.7	2.4	2	·
Cc1ccccc1NC(=O)Cc1nc(COC(=O)c2ccc(O)cc2O)cs1	-1	0.9	13	-2.3	4	0.7	2.7	0	2
Cc1ccc(S(=O)(=O)N2CCCC2C(=O)OCc2nc3ccccc3s2)cc1 (configuration not stated)	-11	0.5	14	-1.9	1	0.7	-1.3	-1	-5
Cc1ccc2nc(NC(=O)COC(=O)c3ccccn3)sc2c1	-5	-0.2	16	-2.4	-2	·	1.2	2	-2
O=C1C(N2CCOCC2)=Cc2cccc3cccc1c23	23	1.4	14	0.6	-22	-8.2	·	-9	-6
CCc1ccc2oc(-c3ccc(NC(C)=O)cc3)nc2c1	-5	0.0	-35	-3.7	10	6.7	1.8	69*	-11
CCc1ccc2c(c1)C(=O)C(=O)N2CC(=O)Nc1ccc(NC(=O)c2ccccn2)cc1	8	0.1	12	-1.8	-3	·	-2.1	-2	2
O=C(c1ccc(Br)s1)N1CCc2ccccc2C1	11	5.4	-5	-2.2	-7	20	-0.3	2	13
CC1ON=C(c2ccccn2)N(Cc2ccc(S(C)(=O)=O)cc2)C1=O (configuration not stated)	-4	-1.6	4	-4.4	-5	0.4	·	-1	-18
Cc1cn([C@H]2C[C@H](O)[C@@H](/C=C/C(=O)N3CCN(Cc4ccc(F)cc4)CC3)O2)c(=O)[nH]c1=O	·	0.5	-7	-0.7	-2	0.2	·	3	2
COc1cc(CCC(=O)Nc2ccc(S(=O)(=O)N3CCCC3)cc2)cc(OC)c1OC	-8	0.5	-9	-4.3	8	1.9	·	0	-4
CCOC(=O)C1CCCN(C(=O)c2ccc(Cl)c(S(=O)(=O)N3CCCCCC3)c2)C1 (configuration not stated)	10	-1.8	-8	-2.7	3	·	1.7	0	3
CCN1CCN(C(=S)c2ccc(OCC(=O)N3CCOCC3)cc2)CC1	-10	1.3	5	-1.1	-3	-2.1	-2.0	1	-2
CN(c1ccc(OCC(=O)N2CCN(C/C=C/c3ccccc3)CC2)cc1)S(=O)(=O)c1cccs1	17	0.4	-7	-1.4	7	-0.3	1.1	-8	-1
CC(C)CNC(=O)CSc1nc2nn(-c3ccccc3)c(=O)c-2c2n1CCCCC2	10	-0.9	-5	0.0	-4	·	-0.7	3	-1
COc1cc(/C=N/NC(=O)Cc2ccc(Br)cc2)cc(OC)c1O	13	-2.3	4	-2.7	0	-1.4	-0.8	8	-8
O=C(C[C@H]1C[C@@H]2c3cc(NC(=O)Nc4ccccc4F)ccc3O[C@@H]2[C@H](CO)O1)NCc1ccccn1	5	0.0	2	-1.2	2	-2.8&-0.2	·	-1	2
Cn1c(=O)c2c(nc(NCCCO)n2Cc2cccc(C(F)(F)F)c2)n(C)c1=O	-6	-0.9	13	-1.6	-8	-122	-2.2	3	-10
CSCC[C@H](NC(=O)OC(C)(C)C)C(=O)N1CCC(C(=O)N[C@@H](C)C(=O)NC(C)c2ccccc2)CC1 (some centres not stated)	-4	0.2	3	-1.4	5	0.4	-0.5	2	-19
COc1ccc(OC)c(NC(=O)CSCc2cnn(-c3ccccc3)c2-n2cccc2)c1	-13	0.2	-2	-3.0	13	0.3	-1.0	1	-1
CC(C)CCNC(=O)c1nnc(Cc2ccc(Cl)cc2)o1	-5	0.1	-2	-1.1	-6	0.6	1.3	-1	-7
CCC(=O)Nc1cccc(C(=O)c2ccc(C)c(C)c2)c1	2	0.2	13	-3.1	8	·	2.9	2	4
COc1ccccc1OCC(=O)Nc1ccccc1C(=O)Nc1cccc(C(=O)O)c1	3	0.6	-5	0.5	0	-0.3	2.2	2	-11
CCC1CN(C(=O)N2CCC(C(=O)NCc3ccc(F)cc3)CC2)c2ccccc2O1 (configuration not stated)	-3	0.9	16	-5.2	1	-4.5	-1.9	0	0
CC(=O)c1cccc(NS(=O)(=O)c2ccc(-c3cnc(C4CC4)o3)cc2)c1	-4	0.5	10	-3.1	30*	1.4	3.0	3	1
ON=C1c2ccccc2-c2ccc(F)cc21	1	0.6	8	-4.9	3	0.2	·	-3	-2
CCCCCOC(=O)CCN1C(=O)/C(=C2\SC(=S)N(CCC(=O)OCCCCC)C2=O)SC1=S	-2	40*	-8	1.4	-4	0.8	-0.3	1	21
COc1ccc(-c2cc(NC(C)=O)c3ncc(-c4ccccc4)n3c2)cc1OC	19	0.8	4	-1.3	-7	1.6	·	11	10
COc1ccc(C(=O)NC(=S)NCc2ccco2)cc1Br	4	0.0	-3	-2.2	5	-0.8	1.4	-2	-5
CCc1nnc(NC(=O)c2nc(S(=O)(=O)Cc3ccc(C)cc3)ncc2Cl)s1	8	·	10	0.9	-12	-1.3	-1.9	-2	·
CCCCn1c(SCC(=O)Nc2ccc3c(c2)CCC3)nc2ccccc2c1=O	6	-0.4	0	-0.7	4	-0.8	-4.0	0	-4
O=C(CSc1nnc(-c2ccccc2F)o1)OCc1ccccc1	2	0.2	22	-2.0	-2	1.2	2.6	0	10
O=C(C1=C(O)C(=O)N(Cc2ccco2)C1c1cccnc1)c1cc2ccccc2o1 (configuration not stated)	15	1.0	12	1.0	10	·	2.2	5	-6
COC(=O)CCC(=O)Nc1cccc2ccccc12	1	0.9	-4	-3.5	4	-2.0	0.0	0	0
CSCC[C@H](N)C(=O)NC[C@H]1O[C@@H](n2cnc3c(N)ncnc32)[C@H](O)[C@@H]1O	5	-0.1	0	0.3	1	0.3	·	-1	0
CCc1nccn1S(=O)(=O)c1ccccc1[N+](=O)[O-]	-2	0.5	-7	-0.1	1	-1.7	-1.1	2	16
CCOC(=O)C(Cc1ccccc1)c1ccnc2nc(N)nn12 (configuration not stated)	1	0.4	-3	-1.0	7	·	-3.0	24	-2
(listing goes on)
SMILES	GDH-TPI inh	BoNT-A LC inh2	CCHF vOTU inh	FadD28 binding	PrPC surface inh	BioA inh	Mtb UGM inh	FBA Mtb inh	BoNT-F LC inh
O=C(CSCC(=O)NN=Cc1ccccc1)NN=Cc1ccccc1	10	-0.4	10	-0.2	2	-0.8	·	4	-3
CCOC(=O)CN1C(=O)N[C@@H](CCc2ccccc2)C(C(=O)OC)=C1C	18	0.7	7	-0.9	1	-2.2	0.2	4	-2
C#Cc1ccc(CN2CCC(N3CCC(C(=O)NCc4ccccn4)CC3)CC2)cc1	13	-0.9	0	-1.2	3	-0.9	-0.9	2	-3
Cc1ccccc1NC(=O)Cc1nc(COC(=O)c2ccc(S(C)(=O)=O)c([N+](=O)[O-])c2)cs1	1	·	·	-2.5	·	1.7	·	0	·
Cc1nnsc1C(=O)N1CCCC(N2CCN(c3ccc(F)cc3)CC2)C1 (configuration not stated)	-3	-0.8	2	-3.0	3	-2.0	-2.7	-1	0
COC(=O)CSc1nnc(-c2ccccn2)n1Cc1ccco1	4	-0.9	-10	-0.8	1	-1.2	-1.0	-1	3
CCc1cc(-c2n[nH]c(=S)n2CC)cs1	-2	0.1	4	-4.7	1	1.2	-0.7	1	0
O=C(N/N=C/c1ccc(O)cc1O)c1ccc(CN2C(=O)c3cccc4cccc2c34)cc1	28	0.6	23	-3.1	31*	·	2.7	2	-6
Cc1cc(-n2cnnn2)cc(C)c1S(=O)(=O)N(C)c1ccccc1	0	4.1	5	0.1	3	-0.4	-1.1	0	6
O=C(c1ccccc1)C1CC1c1ccccc1 (configuration not stated)	1	-0.1	-10	-2.9	5	-0.5	·	-1	4
CCOC(=O)c1c(C)oc2cc(Cl)c(O)c(CN(C)C)c12	7	-0.3	4	-3.9	-1	·	2.0	0	-1
CCOC(=O)Cc1ccc(Nc2nc(NC)nc3ccsc23)cc1	13	-0.1	5	-0.3	6	1.1	·	2	-4
Cc1nc(CN(C)C(=O)c2ccccc2OC2CCN(S(C)(=O)=O)CC2)cs1	1	-1.1	5	-1.4	-6	-1.1	-1.4	1	2
COc1cc(/C=C/C(=O)OCC(=O)c2ccc(S(=O)(=O)N3CCCCC3)cc2)cc(OC)c1OC	5	2.4	11	-0.2	-1	-3.2	·	10	4

Given with bars between the fields: 4 of the compounds above
Compound | GDH-TPI inh | BoNT-A LC inh2 | CCHF vOTU inh | FadD28 binding | PrPC surface inh | BioA inh | Mtb UGM inh | FBA Mtb inh | BoNT-F LC inh
CCOC(=O)Cc1ccc(Nc2nc(NC)nc3ccsc23)cc1 | 13 | -0.1 | 5 | -0.3 | 6 | 1.1 | · | 2 | -4
Cc1cc(-n2cnnn2)cc(C)c1S(=O)(=O)N(C)c1ccccc1 | 0 | 4.1 | 5 | 0.1 | 3 | -0.4 | -1.1 | 0 | 6
COC(=O)CSc1nnc(-c2ccccn2)n1Cc1ccco1 | 4 | -0.9 | -10 | -0.8 | 1 | -1.2 | -1.0 | -1 | 3
O=C(c1ccccc1)C1CC1c1ccccc1 (configuration not stated) | 1 | -0.1 | -10 | -2.9 | 5 | -0.5 | · | -1 | 4

Assay outcomes deposited in PubChem BioAssay by several laboratories.
